High-throughput results as filed in PubChem BioAssay.
FXIIa inh 1536 – blocks human coagulation factor XIIa protease activity. P00748. purified FXIIa, Boc-QGR-AMC fluorogenic substrate, 2 h. inhibition, % at 5 µM. actives 0.3% (n = 220,000). AID 800; in the data active means inhibition above about 40%;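 further: 0% = enzyme with no compound and 100% = blank without enzyme; many of its hits are not listed in these tables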
Calpain2 inh – calpain II (pig) inhibition; purified calpain II, fluorogenic peptide substrate, 30 min; actives 0.37% (n = 220,000); inhibition, % at 16 µM;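 active means inhibition above about 50%, limit read from the data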
PERK inhibitor – inhibitors of human PERK kinase | CHO PERK-DD fusion, SEAP luminescence translation reporter | inhibition, % at 5.6 µM | actives 0.17% (n = 220,000) | AID 1416;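 active means inhibition above the mean inhibition of all tested compounds plus 3 SD, set separately per screening campaign, cut at about 2.9% in these data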;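 further: PERK kinase domain activated by AP20187 dimerizer at 100 nM; 0% = DMSO with dimerizer and 100% = rapamycin at 8.4 µM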
Furin inhibitor – human furin inhibition; P09958; purified furin, fluorogenic substrate cleavage; AID 463115; inhibition, % at 30 µM; actives 0.061% (n = 220,000); in the data active means inhibition above about 25%; further: inactives centre near -15
Target sequence (P09958 108-714 limits assumed): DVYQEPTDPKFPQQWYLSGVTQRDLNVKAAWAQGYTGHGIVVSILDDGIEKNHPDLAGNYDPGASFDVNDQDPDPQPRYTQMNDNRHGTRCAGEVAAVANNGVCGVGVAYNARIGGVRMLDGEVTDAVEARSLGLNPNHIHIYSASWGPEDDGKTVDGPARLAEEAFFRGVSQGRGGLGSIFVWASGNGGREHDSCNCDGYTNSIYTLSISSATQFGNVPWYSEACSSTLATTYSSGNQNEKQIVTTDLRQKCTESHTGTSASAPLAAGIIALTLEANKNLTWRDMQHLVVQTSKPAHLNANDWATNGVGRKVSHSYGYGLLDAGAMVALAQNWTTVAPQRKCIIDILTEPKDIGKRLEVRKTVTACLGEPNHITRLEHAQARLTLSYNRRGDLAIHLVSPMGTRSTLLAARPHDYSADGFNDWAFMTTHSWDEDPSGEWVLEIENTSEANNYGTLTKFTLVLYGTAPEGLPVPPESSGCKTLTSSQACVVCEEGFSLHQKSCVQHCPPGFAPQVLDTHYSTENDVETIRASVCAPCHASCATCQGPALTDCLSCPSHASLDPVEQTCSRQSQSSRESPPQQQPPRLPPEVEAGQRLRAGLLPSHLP
FXIa inh 1536 – inhibitors of human coagulation factor XIa. P03951. purified FXIa, Boc-Glu-Ala-Arg-AMC fluorogenic substrate. inhibition, % at 5 µM. actives 0.14% (n = 220,000). AID 798;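 active means inhibition of at least 40%; inactive means inhibition below 40%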;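 further: fluorescence of freed AMC excited at 355 nm; 0% = enzyme without compound and 100% = no enzyme blank; many of its hits are not listed in these tables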
Rad51 HR inh – blocks human Rad51 in homologous recombination. Q06609. hRad51 DNA strand exchange, fluorescence dequenching. inhibition, % at 10 µM. actives 0.085% (n = 200,000). AID 1385;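 active means inhibition above 40% at the single screening dose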;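 further: 0% = DMSO control wells and 100% = blanks with heterologous ssDNA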
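Test system – preformed human Rad51 ssDNA filaments · Reagent – Donor/quencher-labelled 47-bp dsDNA substrate · Incubation – 37 °C 15-min filament assembly, 30-min compound preincubation, 15-min exchange · Signal – FRET fluorescence dequenching, excitation 485 nm, emission 520 nm · Read-out – percent inhibition from fluorescence, normalised to plate control and blank means · Benchmarks – plate control and blank wells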
KLK5 inh – inhibitors of human kallikrein 5 | Q9Y337 | recombinant hK5, fluorogenic AMC substrate cleavage | inhibition, % at 5 µM | actives 0.59% (n = 210,000);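 active means inhibition of 40% or more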;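 further: 0% = enzyme controls without compound and 100% = no-enzyme blanks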
Target sequence (Q9Y337 67-293 limits assumed): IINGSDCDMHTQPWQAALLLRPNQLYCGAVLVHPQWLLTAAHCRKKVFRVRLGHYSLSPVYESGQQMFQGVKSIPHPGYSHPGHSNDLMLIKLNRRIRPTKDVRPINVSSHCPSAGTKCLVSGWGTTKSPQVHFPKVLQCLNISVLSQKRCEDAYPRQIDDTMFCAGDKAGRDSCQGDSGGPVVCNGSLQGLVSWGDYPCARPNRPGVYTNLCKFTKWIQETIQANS
Cl transport mod – modulates chloride dependent transport by human KCC2; B-score of Tl+ flux slope (higher = more flux/activation; lower = inhibition) at 10 µM; actives 2.2% (n = 190,000); Q9H2X9; AID 1456; KCC2 cells, thallium flux FluoZin-2 fluorescence;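 active means thallium flux slope and its plate-corrected score both differing from the plate sample mean at a set confidence after two filtering rounds, in either direction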;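 further: slope of fluorescence scaled to starting intensity during 10 to 20 s after thallium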
thrombin 1536 – blocks human thrombin protease activity. P00734. alpha-thrombin, Boc-VPR-AMC fluorogenic substrate cleavage. actives 0.26% (n = 220,000). inhibition, % at 5 µM;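 active means inhibition at or above 40%; inactive means inhibition below 40%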;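 further: 0% = enzyme with no compound and 100% = wells without enzyme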
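Material: human alpha-thrombin protein; Also added: Boc-VPR-AMC substrate, 15 µM final; Timing: enzyme reaction carried out at room temperature; Signal: fluorescence, ex 355 nm, em 460 nm; Measure: % inhibition of thrombin; Controls: enzyme without compound as high, wells lacking enzyme as low.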
Numbers without * were called inactive; x = no result given; [ ] = remark or other dose. Not all compounds are listed. The share of hits here may be higher or lower than overall.

nr	smiles	FXIIa inh 1536	Calpain2 inh	PERK inhibitor	Furin inhibitor	FXIa inh 1536	Rad51 HR inh	KLK5 inh	Cl transport mod	thrombin 1536
1	O=c1[nH]nc(N/N=C/c2ccc(Cl)cc2Cl)c(=O)[nH]1	9	0	0.2	-12	3	6	2	0.026	-1
2	COc1ccccc1N1CCN(C(C)C(=O)Nc2ccc(S(=O)(=O)N3CCOCC3)cc2)CC1 (centres undefined)	3	-24	0.5	-16	-4	11	8	0.65	-7
3	CN(CC(=O)Nc1cccc(F)c1)C(=O)CCCc1cccs1	7	9	-0.8	-14	2	1	-11	-0.45	-4
4	CCOC(=O)N1CCN(C(=O)c2cc(COc3ccc4ncccc4c3)on2)CC1	10	-11	0.3	-21	-2	-6	-2	-0.71	-3
5	COC(=O)c1ccc(-c2ccco2)n1Cc1nc(-c2ccc(OC)c(OC)c2)oc1C	7	-94	-0.1	8	-5	-11	-22	-0.46	2
6	O=C(O)c1ccccc1C(=O)NC1Cc2ccccc2C1	9	-19	1.9	-8	3	13	-2	-0.23	-2
7	COc1cc(/C=N/NC(=O)c2ccc(CN3C(=O)c4cccc5cccc3c45)cc2)cc(OC)c1O	27	-56	0.1	-3	50*	0	24	-0.68	13
8	CCCNC(=O)COc1ccc2c(=O)c(Oc3ccccc3F)coc2c1	16	-4	0.1	-7	-8	32	-7	-0.14	2
9	O=C(NC1CCCCC1)C1CN(S(=O)(=O)c2ccccc2)CCN1S(=O)(=O)c1ccccc1 (centres undefined)	5	-11	-1.4	-17	-5	2	-6	0.0036	-6
10	O=C(Nc1ccc(-c2nc3ccccc3[nH]2)cc1)c1ccco1	24	8	0.7	0	6	x	5	-1.4	7
11	COc1cccc(NC(=O)CSCC(=O)O)c1	-9	29	0.9	-12[20 µM]	8	7	-2	x	-2
12	Cc1ccc(-n2sc3ccccc3c2=O)cc1S(=O)(=O)N1CCCCC1	-4	-30	0.8	7[20 µM]	-15	-3	2	1.2	-6
13	CCC(=O)N1CCN(CCN=CC2=C(O)CC(C)(C)CC2=O)CC1	-9	13	1.2	-15[20 µM]	10	-1	40*	0.94	17
14	COc1ccc(CN2C(=O)c3ccccc3C2C(=O)NCCc2ccccc2)c(OC)c1 (centres undefined)	4	11	-0.7	-9	-6	1	-2	-0.99	-17
15	Cc1cccc(N2CCN(C(=O)c3cc4n(n3)C(C(F)(F)F)CC(c3ccco3)N4)CC2)c1C (centres undefined)	13	-29	-1.4	-14	0	-4	-4	0.75	0
16	CC(OC(=O)c1nc(-c2ccccc2)n(-c2ccccc2)n1)C(=O)Nc1cc(Cl)cc(Cl)c1 (centres undefined)	6	6	-0.5	-6	3	-3	0	0.42	-9
17	C/C=C/C(=O)Nc1cccc(C2=NOC3(C2)C[C@H](C(N)=O)N(C(=O)c2ccccc2C(=O)c2ccccc2)C3)c1 (some centres undefined)	9	-58	x	-31	3	-3	2	x	0
18	Cn1c(=O)n(CC(=O)Nc2ccccc2)c2ccccc21	15	1	-0.2	-2	3	4	-13	x	2
19	CC(=O)Nc1ccc(-c2nc3c(C)cccc3[nH]2)cc1	12	-57	-0.3	-21[20 µM]	0	5	-3	x	0
20	COc1ccc(S(=O)(=O)Nc2cc(C)on2)cc1OC	12	-20	0.8	-26[20 µM]	4	6	-10	-0.12	-1
21	COc1ccc(/C=N/NC(=O)c2cccnc2)cc1CN1CCOCC1	2	-2	0.2	-7	-2	x	-1	0.68	-15
22	COCCNC(=O)C(C#N)c1nc2ccccc2nc1N1CCCCCC1 (centres undefined)	13	-197	-1.1	-5	2	x	-20	x	5
23	COc1ccc(N2CCN(c3cc(C)c4ccccc4n3)CC2)cc1	10	-58	0.2	-10	0	-4	18	x	-2
24	O=C(CCc1ccc(S(=O)(=O)N2CCOCC2)cc1)N/N=C/c1cccc(O)c1	4	-1	1.6	-22	0	10	-10	0.77	-7
25	Cc1ccc2c3c1C(=O)C(=O)N3C(C)(C)CC2C (centres undefined)	10	12	0.5	-16[20 µM]	-2	-7	13	x	-3
26	CCOC(=O)C1CCN(C(=O)CSc2cc(=O)n(C)c3ccccc23)CC1	11	-15	-0.7	-7	-2	3	-13	-0.53	0
27	COc1ccc(/C(C)=N/Nc2cccc(C(=O)O)c2)cc1OC	x	-21	-0.3	-7	-8	9	-7	1	-11
28	CS(=O)(=O)c1ccc(N2CCN(C3CC(=O)NC3=O)CC2)cc1 (centres undefined)	16	-24	1.0	5[20 µM]	-2	-6	-15	-0.055	0
29	O=C(N/N=C/c1ccc(Cl)cc1)c1nc2ccc([N+](=O)[O-])cc2c(=O)[nH]1	9	-102	0.6	-16	1	-5	-6	0.68	-1
30	COC(=O)COc1cccc2c(=O)n(CC(=O)NCc3ccc(F)cc3)ccc12	2	-14	0.7	-17	-4	7	2	0	-1

3 compounds from above, reduced to Furin inhibitor, FXIa inh 1536 and FXIIa inh 1536.
| item | compound | Furin inhibitor | FXIa inh 1536 | FXIIa inh 1536 |
| --- | --- | --- | --- | --- |
| 20 | COc1ccc(S(=O)(=O)Nc2cc(C)on2)cc1OC | -26[20 µM] | 4 | 12 |
| 21 | COc1ccc(/C=N/NC(=O)c2cccnc2)cc1CN1CCOCC1 | -7 | -2 | 2 |
| 22 | COCCNC(=O)C(C#N)c1nc2ccccc2nc1N1CCCCCC1 (centres undefined) | -5 | 2 | 13 |

Remaining list, next part.
nr	smiles	FXIIa inh 1536	Calpain2 inh	PERK inhibitor	Furin inhibitor	FXIa inh 1536	Rad51 HR inh	KLK5 inh	Cl transport mod	thrombin 1536
31	COc1ccc(NC(=O)NC(C)(C(F)(F)F)C(F)(F)F)cc1	11	-7	0.7	-19[20 µM]	10	5	1	-0.65	-1
32	COc1cc(/C=N/NC(=O)c2csc3c2CCCC3)cc(OC)c1O	1	-29	1.0	-14	5	-6	-11	-1.2	-1
33	Cc1ccc(N(NC(=O)C(C)(C)O)C(=O)c2ccccc2)cc1C	-3	0	-0.1	-17	-15	13	-27	0.82	-10
34	CC1CC=C2C(C#N)=C(N)C(C#N)(C#N)C(c3cccs3)C2C1 (centres undefined)	11	-174	0.9	-10	0	x	-3	-0.64	6
35	COc1ccc(N2C(=O)CC2(/C=C/c2ccccc2OC)C(=O)NC2CCCC2)cc1 (centres undefined)	4	12	-1.5	-11[20 µM]	-3	-1	-7	-0.98	-1
36	Cc1ccc(C(=S)N2CCN(Cc3ccccc3)CC2)cc1	3	8	1.6	-25	-3	-70	-9	-3.3*	1
37	CCCCn1c(N)c(N(CC)C(=O)C(c2ccccc2)c2ccccc2)c(=O)[nH]c1=O	6	-14	-0.2	-23	-2	6	1	-0.75	-4
38	COc1ccc(C2c3c(ncn(CCCN4CCOCC4)c3=N)Oc3ccc4ccccc4c32)cc1OC (centres undefined)	1	-20	-2.1	-7	-4	x	-4	-0.045	-14
39	Cc1c(Cl)c([N+](=O)[O-])nn1CCCC(=O)N1CCN(c2ccccc2)CC1	16	-17	0.1	-19[20 µM]	4	1	-2	-2.7*	3
40	O=C(/C=C/Nc1ccc(F)c(F)c1)c1cccs1	5	-8	0.7	-16	9	-4	-5	-1.1	8
41	N#Cc1ccc(/C=N/NC(=O)CCc2ccc(S(=O)(=O)N3CCOCC3)cc2)cc1	-3	5	-0.2	-18	-4	13	-16	0.23	-9
42	CCC(=O)c1ccc(OCc2ccccc2)c(OC)c1	0	12	-0.6	0	-2	1	-20	-2.9	-8
43	COc1cccc(CN(C)Cc2nc3cc(C(F)(F)F)ccc3c(=O)[nH]2)c1	5	4	-0.9	-18	3	18	-1	0.26	2
44	CCc1nc(SCC(=O)NCc2ccco2)c2c(=O)n(C)c(=O)n(C)c2n1	1	-7	0.1	-9	-5	-2	-3	-0.0042	-2
45	CC(=O)C1=C(O)C(=O)N(Cc2ccco2)C1c1ccc(F)cc1 (centres undefined)	6	28	1.3	-6[20 µM]	1	-9	0	-0.38	-2

Looked up above.
Entry of compound 36 in Cl transport mod: -3.3*
Entry of compound 5 in FXIa inh 1536: -5
Entry of compound 42 in Furin inhibitor: 0
Entry of compound 19 in FXIIa inh 1536: 12

Next compounds follow.
nr	smiles	FXIIa inh 1536	Calpain2 inh	PERK inhibitor	Furin inhibitor	FXIa inh 1536	Rad51 HR inh	KLK5 inh	Cl transport mod	thrombin 1536
46	Cc1ccc2nc(-c3ccccn3)cc(C(=O)NC(C)C(C)(C)C)c2c1 (centres undefined)	-5	-1	0.6	-8	-10	-7	-26	-1.4	0
47	Cc1cccc(-c2nnc(SCCOc3ccc4c(C)cc(=O)oc4c3)o2)c1	10	-97	0.6	0[20 µM]	3	2	-13	-0.48	2
48	COc1c(C)cccc1C(=O)Nc1ccc(N2CCN(S(C)(=O)=O)CC2)cc1	13	-34	-0.4	-16	5	-10	-8	0.11	-2
49	CCOC(=O)Cc1csc(NC(=O)/C=C\c2ccccc2)n1	3	16	0.6	-4	-3	3	-4	-0.8	-1
50	Clc1ncccc1-c1nnn(-c2ccccc2Br)n1	10	13	1.1	-24	0	3	-1	-0.32	-3
51	O=C(Nn1cnnc1)c1csc2ccccc12	19	24	0.4	-23[20 µM]	6	-9	-13	1.7	-2
52	CCNC(=O)c1cc(Br)ccc1Cl	-1	27	1.5	-4[20 µM]	-5	-13	0	x	0
53	Clc1ccc(CSc2cc3c(nn2)-c2ccccc2CC3)cc1	14	4	-0.7	-14	6	2	-21	0.07	2
54	COc1cc2[nH]c(=S)n(Cc3ccc(C)cc3)c(=O)c2cc1OC	9	22	-1.1	2	10	-7	14	2	16
55	S=C(c1ccc(-c2ccccc2)o1)N1CCCCC1	8	36	1.3	-23	0	3	4	0.018	2
56	CC1=CC(C)(C)N2C(=O)C3(NCCc4c3[nH]c3ccccc43)c3cccc1c32 (centres undefined)	9	-37	0.1	-34	-2	2	2	0.011	-6
57	COC(=O)c1sccc1NC(=O)c1ccc(OC)cc1OC	18	23	0.3	-1	2	22	-7	0.95	-3
58	O=Cc1ccc(-n2cccn2)cc1	8	-18	0.6	-21	-8	7	-2	0.12	-8
59	Cc1c(C(=O)N2CCCCC2)nnn1-c1nonc1N	7	-1	1.1	-17[20 µM]	1	3	-12	0.13	-4
60	Cc1occc1-c1nnc(SCC(=O)N(C)C)o1	4	4	-0.2	0[20 µM]	9	-5	26	x	11
61	Cc1cc2cc(CN(Cc3ccc4c(c3)OCO4)Cc3nnnn3C3CCCC3)c(=O)[nH]c2cc1C	13	-155	1.3	-47	5	-10	-7	0.28	-3
62	COCCNC(=O)CSc1c2c(nc3ccc(Cl)cc13)CCCC2	7	43	2.1	-14	-1	x	x	0.12	-1
63	CC1=NNC(=O)C1CCC(=O)N/N=C/C(Br)=C/c1ccccc1 (centres undefined)	12	-13	0.5	-17	2	1	-11	-0.055	-11
64	Cc1ccc(C)c(N2CCN(C(=O)C3CCCN(S(=O)(=O)c4c(C)noc4C)C3)CC2)c1 (centres undefined)	11	-11	0.2	-27	-1	-2	-30	0.0023	-5
65	CCN1CCN(C(c2nnnn2Cc2ccc3c(c2)OCO3)C(C)C)CC1 (centres undefined)	9	-15	0.8	-10[20 µM]	2	2	-9	-1.7	0
66	COc1ccc2occ(C(=O)c3ccccc3)c2c1	x	18	-0.6	-19	-1	11	2	0.035	-2
67	CC(C)n1c(-c2cccnc2)nc2cnccc21	20	-5	-0.7	-23	20	-3	-40	-0.027	1
68	CCc1c(C)[nH]c(C(=O)OCc2ccccc2)c1C	5	-1	1.1	-24	2	0	4	-0.44	-5
69	COC(=O)C(NNc1ccccc1)(NC(=O)c1cccc(F)c1)C(F)(F)F (centres undefined)	5	5	1.2	-13[20 µM]	5	3	12	-0.0039	1
